From PubChem
Rin1-Abl PPI inh: blocks binding of human Rin1 to Abl; hit rate 0.4% among 360,000; TR-FRET Rin1/Abl binding, biochemical; AID 588664; P00519+Q13671; inhibition, % at 7.35 µM; in the data active = inhibition above about 5%, passing the limit was not always enough
FAS-TE inh: inhibitors of human fatty acid synthase thioesterase domain; P49327; recombinant FAS-TE, OMFH fluorogenic substrate, fluorescence endpoint; inhibition, % at 15 µM; hit rate 0.67% among 360,000; AID 602261;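 active = compounds whose normalised, plate-corrected inhibition of enzyme fluorescence in the single-dose primary screen is 50% or more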;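 note: 0% = DMSO with enzyme and 100% = substrate without enzyme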
Neddylation inh: cullin neddylation inhibition. P61081+Q13564. calls only at 25 µM. TR-FRET cullin neddylation, biochemical. hit rate 0.58% among 360,000. AID 651699; in the data active = inhibition above about 36%
eLon inh: inhibitors of E. coli Lon protease | P0A9M0 | purified E. coli Lon protease, fluorescence polarization | inhibition, % at 7.94 µM | hit rate 0.42% among 360,000 | AID 602123; in the data active = inhibition above about 13%, passing the limit was not always enough;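 note: 0% = enzyme with probe and DMSO and 100% = no enzyme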
MT1-MMP act inh: inhibitors of human MT1-MMP activation; AID 651647; hit rate 0.061% among 360,000; GFP/RFP ratio change, % at 20 µM; HT1080 RFP-PRO-GFP cells, GFP/RFP ratio fluorescence, overnight; percent of plate control window, DMSO zero;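 active = GFP/RFP ratio change of at least 30% with cell ATP level not reduced by more than half and red fluorescence within 50% of control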; note: strong numbers were not always called active
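Read-out: GFP/RFP fluorescence ratio; Test system: RFP-PRO-GFP reporter HT1080 cells; Compound dosing: single-point 20 µM compound, 1% DMSO; Times: overnight compound exposure at 37 °C.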
MLLE-PAM2 inh: blocks PAM2 peptide binding to the PABP1 MLLE domain. inhibition, % at 20 µM. GST-MLLE / FITC-PAM2 fluorescence polarization. hit rate 0.36% among 360,000. P11940; in the data active = inhibition above about 35%, passing the limit was not always enough;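 note: plate controls were DMSO wells with GST-MLLE for no effect and wells lacking GST-MLLE protein for full effect; some results filed as inactive read as strong as hits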
bovine MsrA act: bovine methionine sulfoxide reductase A activation | activation, % at 10.6 µM | hit rate 0.3% among 360,000 | purified bovine MsrA, absorbance read-out; in the data active = activation above about 7.5%;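 note: 0% = vehicle and 100% = reference activator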
SKN-1 inh: C. elegans SKN-1 inhibition. C. elegans VP596 Pgst-4::GFP/RFP ratio, acrylamide-induced, 24 h. inhibition, % at 21.8 µM. hit rate 0.49% among 360,000. AID 624304;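 active = interference check ratio from 0.5 to 1.5 plus GFP to RFP signal ratio inhibition reaching or exceeding a fixed threshold, cut at about 30% in these data, passing the limit was not always enough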; note: some compounds called inactive have numbers as strong as hits
NRP1-CendR mod: alters CendR peptide binding to human NRP-1 | hit rate 0.85% among 360,000 | inhibition, % at 25 µM | FAM-RPARPAR peptide binding to NRP-1, fluorescence polarization;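 active = inhibition or corrected inhibition above about 18%, plus a signal ratio from 0.5 to 1.5, limit read from the data, passing the limit was not always enough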; note: strong numbers were not always called active
The depositor's hits bear a star. Not a hit list; 4% or so of the library scored in one or more.

Screening CCCCN1C(N)=NC[C@@H]1c1ccccc1 returned Rin1-Abl PPI inh 2.3, FAS-TE inh -8.1, Neddylation inh inactive, eLon inh -20.2, MT1-MMP act inh 0.5, MLLE-PAM2 inh -20.2, bovine MsrA act -1.0, SKN-1 inh 4.1 and NRP1-CendR mod 9.6.
Screening Cc1cccc(CN2CCc3c([nH]c4ccccc34)C2C(C)(C)C)n1 (centres undefined) returned Rin1-Abl PPI inh -1.3, FAS-TE inh -2.3, eLon inh -7.4, MT1-MMP act inh -0.4, MLLE-PAM2 inh -19.5, bovine MsrA act -0.5, SKN-1 inh 4.4 and NRP1-CendR mod -18.3.
For O=S(=O)(CCN1CCSCC1)c1ccccc1 the results were Rin1-Abl PPI inh 4.5, FAS-TE inh -8.6, Neddylation inh inactive, eLon inh -1.6, MT1-MMP act inh -1.5, MLLE-PAM2 inh -8.9, bovine MsrA act -1.0, SKN-1 inh 6.2 and NRP1-CendR mod 0.5.
CCOc1ccc(NC(=O)CN(C)C(=O)/C=C/c2ccco2)cc1OCC was read as Rin1-Abl PPI inh -2.0, FAS-TE inh -5.7, Neddylation inh inactive, eLon inh -2.2, MT1-MMP act inh -0.3, MLLE-PAM2 inh -13.5, bovine MsrA act -3.1, SKN-1 inh 1.9 and NRP1-CendR mod 7.2.
For Cc1cn([C@H]2C[C@H](O)[C@@H](CCC(=O)NCCc3c[nH]c4ccccc34)O2)c(=O)[nH]c1=O the results were Rin1-Abl PPI inh -2.4, FAS-TE inh -7.8, Neddylation inh inactive, eLon inh -1.2, MT1-MMP act inh 3.0, MLLE-PAM2 inh -3.9, bovine MsrA act -2.6, SKN-1 inh -6.1 and NRP1-CendR mod -3.6.
Screening Cc1ccc(-c2nc3ccc(Br)cn3c2Cc2cccc(F)c2)cc1 returned Rin1-Abl PPI inh -2.4, FAS-TE inh 3.2, Neddylation inh inactive, eLon inh -4.9, MT1-MMP act inh -5.5, MLLE-PAM2 inh -3.2, bovine MsrA act -12.8, SKN-1 inh 3.5 and NRP1-CendR mod -18.4.
Screening C[C@]12CC[C@@H]3c4ccc(O)cc4CC[C@H]3[C@@H]1C[C@@H](O)[C@@H]2O[C@@H]1O[C@H](C(=O)O)[C@@H](O)[C@H](O)[C@H]1O returned Rin1-Abl PPI inh -3.7, FAS-TE inh -0.8, Neddylation inh inactive, eLon inh -5.4, MT1-MMP act inh -0.4, MLLE-PAM2 inh -16.4, bovine MsrA act -1.6, SKN-1 inh -10.9 and NRP1-CendR mod -4.1.
C=CCOc1ccc(S(C)(=O)=O)cc1 was read as Rin1-Abl PPI inh 3.5, FAS-TE inh -3.9, Neddylation inh inactive, eLon inh 1.0, MT1-MMP act inh 4.6, MLLE-PAM2 inh 11.2, bovine MsrA act -1.8, SKN-1 inh 12.1 and NRP1-CendR mod -9.6.
O=C(c1cc(Cl)cc(Cl)c1)N1CCC(=O)N(C(COCc2ccccc2)Cc2ccccc2)CC1 (centres undefined) was read as Rin1-Abl PPI inh 6.2, FAS-TE inh 27.5, Neddylation inh inactive, eLon inh -2.5, MT1-MMP act inh -6.0, MLLE-PAM2 inh 1.0, bovine MsrA act 0.9, SKN-1 inh -6.9 and NRP1-CendR mod 3.1.
Screening O=C(COc1ccc(F)cc1Cl)NC1CCCCCC1 returned Rin1-Abl PPI inh 2.8, FAS-TE inh 8.1, Neddylation inh inactive, eLon inh 159.8*, MT1-MMP act inh -0.6, MLLE-PAM2 inh -7.6, bovine MsrA act -6.4, SKN-1 inh -12.1 and NRP1-CendR mod -1.9.
For CCC(=O)Nc1ccc(-c2ccc(NC(=O)CC)c(OC)c2)cc1OC the results were Rin1-Abl PPI inh 0.6, FAS-TE inh -4.6, Neddylation inh inactive, eLon inh -11.1, MT1-MMP act inh 5.9, MLLE-PAM2 inh -8.2, bovine MsrA act -8.5, SKN-1 inh 2.6 and NRP1-CendR mod 5.4.
For O=C(N/N=C\c1cccs1)c1sccc1-n1cccc1 the results were Rin1-Abl PPI inh -1.3, FAS-TE inh -5.3, Neddylation inh inactive, eLon inh -3.6, MT1-MMP act inh -1.4, MLLE-PAM2 inh -6.8, bovine MsrA act -5.7, SKN-1 inh 7.6 and NRP1-CendR mod 0.5.
O=C(Nc1ccc(F)cc1)Nc1nnc(-c2ccco2)s1 was read as Rin1-Abl PPI inh 2.8, FAS-TE inh -5.3, Neddylation inh inactive, eLon inh -4.9, MT1-MMP act inh 2.1, MLLE-PAM2 inh -23.1, bovine MsrA act -1.9, SKN-1 inh 11.9 and NRP1-CendR mod -4.3.
Screening O=C(COC(=O)/C=C/c1ccccc1[N+](=O)[O-])NC1CCS(=O)(=O)C1 (centres undefined) returned Rin1-Abl PPI inh -2.7, FAS-TE inh -1.7, Neddylation inh inactive, eLon inh -1.6, MT1-MMP act inh 1.8, MLLE-PAM2 inh 0.0, bovine MsrA act -3.7, SKN-1 inh -6.3 and NRP1-CendR mod -7.5.
For O=C(c1ccccn1)N(Cc1ccco1)C1(C(=O)NC2CCCCC2)CCCCC1 the results were Rin1-Abl PPI inh 1.4, FAS-TE inh 8.6, Neddylation inh inactive, eLon inh -3.2, MT1-MMP act inh 0.6, MLLE-PAM2 inh -13.1, bovine MsrA act -1.7, SKN-1 inh -8.8 and NRP1-CendR mod 11.9.
`CC(Sc1nnnn1C)C(=O)Nc1ccc2c(c1)OCCO2` (centres undefined) gave Rin1-Abl PPI inh -1.8, FAS-TE inh -6.8, Neddylation inh inactive, eLon inh 3.6, MT1-MMP act inh 0.7, MLLE-PAM2 inh 20.9, bovine MsrA act -1.3, SKN-1 inh 12.4 and NRP1-CendR mod -3.3.
CC(C)c1c(C(=O)N/N=C/c2ccccc2C(=O)O)nnn1-c1nonc1N was read as Rin1-Abl PPI inh 2.0, FAS-TE inh -5.5, Neddylation inh inactive, eLon inh 0.6, MT1-MMP act inh 3.8, MLLE-PAM2 inh 2.5, bovine MsrA act -1.7, SKN-1 inh 4.9 and NRP1-CendR mod 11.8.
Screening COc1ccc(OCc2cc(C(=O)N(C)CCC3CCOCC3)no2)c(Cl)c1 returned Rin1-Abl PPI inh 5.2, FAS-TE inh 2.4, Neddylation inh inactive, eLon inh -6.8, MT1-MMP act inh 6.5, MLLE-PAM2 inh 3.3, bovine MsrA act -0.3, SKN-1 inh 2.5 and NRP1-CendR mod 10.7.
CCCC1CCc2c(sc(NC(=O)c3cccs3)c2C(N)=O)C1 (centres undefined) was read as Rin1-Abl PPI inh 2.8, FAS-TE inh 3.3, eLon inh -5.0, MT1-MMP act inh 5.6, MLLE-PAM2 inh 14.2, bovine MsrA act -1.5, SKN-1 inh 11.0 and NRP1-CendR mod -0.5.
Screening Cc1cccc(C)c1NC(=O)CSc1nc(C)c(CC(=O)c2ccc(Br)cc2)c(C)c1C#N returned Rin1-Abl PPI inh 3.7, FAS-TE inh -14.7, Neddylation inh inactive, eLon inh -4.7, MT1-MMP act inh -2.5, MLLE-PAM2 inh -19.8, bovine MsrA act -0.9, SKN-1 inh 4.6 and NRP1-CendR mod 6.8.
`CC(=O)Nc1ccc(CNc2nc3cc(-c4ccc(F)cc4)sc3c(=O)n2C)cc1` gave Rin1-Abl PPI inh -2.5, FAS-TE inh 4.2, Neddylation inh inactive, eLon inh 1.9, MT1-MMP act inh -2.7, MLLE-PAM2 inh 1.1, bovine MsrA act -1.4, SKN-1 inh -3.9 and NRP1-CendR mod 9.4.
Screening Cc1c(/C=N/NC(=O)c2sc3ccccc3c2Cl)cnn1C returned Rin1-Abl PPI inh 0.0, FAS-TE inh -11.9, Neddylation inh inactive, eLon inh -12.0, MT1-MMP act inh 0.0, MLLE-PAM2 inh 3.3, bovine MsrA act -16.3, SKN-1 inh -15.3 and NRP1-CendR mod -8.3.
CC(C)c1cc(CN2C(C)COCC2C)cc(C(C)C)c1O (centres undefined) was read as Rin1-Abl PPI inh 0.5, FAS-TE inh -8.8, Neddylation inh inactive, eLon inh -0.5, MT1-MMP act inh 6.6, MLLE-PAM2 inh 7.6, bovine MsrA act -0.4, SKN-1 inh -20.0 and NRP1-CendR mod 6.7.
`c1cncc(-c2nnc3n2CCC3)c1` gave Rin1-Abl PPI inh -1.4, FAS-TE inh -8.9, Neddylation inh inactive, eLon inh 4.2, MT1-MMP act inh 5.5, MLLE-PAM2 inh 1.6, bovine MsrA act -1.5, SKN-1 inh 7.0 and NRP1-CendR mod -4.7.

Structural class, the entries above containing an aryl thioether with sulfur outside any ring (two)
`CC(Sc1nnnn1C)C(=O)Nc1ccc2c(c1)OCCO2` (centres undefined) gave Rin1-Abl PPI inh -1.8, FAS-TE inh -6.8, Neddylation inh inactive, eLon inh 3.6, MT1-MMP act inh 0.7, MLLE-PAM2 inh 20.9, bovine MsrA act -1.3, SKN-1 inh 12.4 and NRP1-CendR mod -3.3.
Screening Cc1cccc(C)c1NC(=O)CSc1nc(C)c(CC(=O)c2ccc(Br)cc2)c(C)c1C#N returned Rin1-Abl PPI inh 3.7, FAS-TE inh -14.7, Neddylation inh inactive, eLon inh -4.7, MT1-MMP act inh -2.5, MLLE-PAM2 inh -19.8, bovine MsrA act -0.9, SKN-1 inh 4.6 and NRP1-CendR mod 6.8.

The list continues.
CSc1nnc(NC(=O)c2cc(=O)c3cc(C)cc(C)c3o2)s1 was read as Rin1-Abl PPI inh -0.6, FAS-TE inh -3.2, Neddylation inh inactive, eLon inh 2.6, MT1-MMP act inh 1.2, MLLE-PAM2 inh 3.6, bovine MsrA act -3.9, SKN-1 inh 1.8 and NRP1-CendR mod 12.4.
CCC(C)OC(=O)c1[nH]c2c(c1C)C(=O)CC(c1ccc(N(C)C)cc1)C2 (centres undefined) was read as Rin1-Abl PPI inh -1.4, FAS-TE inh 4.9, Neddylation inh inactive, eLon inh 1.0, MT1-MMP act inh -3.0, MLLE-PAM2 inh 5.9, bovine MsrA act -0.9, SKN-1 inh 11.6 and NRP1-CendR mod -9.6.
`O=C(NCc1ccco1)c1cc(-c2ccccc2)c(N2CCOCC2)s1` gave Rin1-Abl PPI inh 3.5, FAS-TE inh 9.3, Neddylation inh inactive, eLon inh -6.8, MT1-MMP act inh -3.9, MLLE-PAM2 inh 5.4, bovine MsrA act -2.8, SKN-1 inh 8.5 and NRP1-CendR mod -12.6.
O=C1[C@@H]2[C@H](C(=O)N1O)[C@H]1C=C[C@@H]2C1 was read as Rin1-Abl PPI inh -0.5, FAS-TE inh -8.6, Neddylation inh inactive, eLon inh -10.0, MT1-MMP act inh 2.5, MLLE-PAM2 inh 15.3, bovine MsrA act -4.8, SKN-1 inh -4.5 and NRP1-CendR mod 12.2.
Screening Cc1cc(=O)[nH]c(-n2nc(C)cc2C)n1 returned Rin1-Abl PPI inh -1.0, FAS-TE inh -4.6, Neddylation inh inactive, eLon inh 6.4, MT1-MMP act inh 5.0, MLLE-PAM2 inh -5.5, bovine MsrA act 4.7, SKN-1 inh 8.8 and NRP1-CendR mod 23.1.
For CCOC(=O)N1CCC(N(CCN(C)C)C(=S)Nc2ccc(F)c(Cl)c2)CC1 the results were Rin1-Abl PPI inh 4.5, FAS-TE inh 0.5, Neddylation inh inactive, eLon inh -7.7, MT1-MMP act inh 2.2, MLLE-PAM2 inh 10.3, bovine MsrA act -7.7, SKN-1 inh 6.7 and NRP1-CendR mod 4.7.
Screening O=C1CC(C(F)(F)C(F)(F)C(F)(F)F)=Nc2ccccc2N1 returned Rin1-Abl PPI inh 4.2, FAS-TE inh -0.5, Neddylation inh inactive, eLon inh -6.3, MT1-MMP act inh -0.1, MLLE-PAM2 inh -3.8, bovine MsrA act -1.3, SKN-1 inh 0.3 and NRP1-CendR mod -1.8.
Screening CCOC(=O)C1=C(COC(=O)c2ccc(OC)c(OC)c2OC)NC(=O)NC1C (centres undefined) returned Rin1-Abl PPI inh 1.5, FAS-TE inh -9.0, Neddylation inh inactive, eLon inh 14.3, MT1-MMP act inh -0.1, MLLE-PAM2 inh -2.5, bovine MsrA act -6.9, SKN-1 inh 6.2 and NRP1-CendR mod 1.0.
